NSD2 block = blocks human NSD2 histone methyltransferase activity; O96028; NSD2-SET H3K36me1 DELFIA fluorescence, biochemical; inhibition, % at 12.5 µM; 44,000 compounds, 0.07% hits; AID 624260; in the data active = inhibition above about 54%, passing the limit was not always enough;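 also: inhibitors reduce the monomethyl H3K36 fluorescence signal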
Target sequence (O96028 whole entry, looked up): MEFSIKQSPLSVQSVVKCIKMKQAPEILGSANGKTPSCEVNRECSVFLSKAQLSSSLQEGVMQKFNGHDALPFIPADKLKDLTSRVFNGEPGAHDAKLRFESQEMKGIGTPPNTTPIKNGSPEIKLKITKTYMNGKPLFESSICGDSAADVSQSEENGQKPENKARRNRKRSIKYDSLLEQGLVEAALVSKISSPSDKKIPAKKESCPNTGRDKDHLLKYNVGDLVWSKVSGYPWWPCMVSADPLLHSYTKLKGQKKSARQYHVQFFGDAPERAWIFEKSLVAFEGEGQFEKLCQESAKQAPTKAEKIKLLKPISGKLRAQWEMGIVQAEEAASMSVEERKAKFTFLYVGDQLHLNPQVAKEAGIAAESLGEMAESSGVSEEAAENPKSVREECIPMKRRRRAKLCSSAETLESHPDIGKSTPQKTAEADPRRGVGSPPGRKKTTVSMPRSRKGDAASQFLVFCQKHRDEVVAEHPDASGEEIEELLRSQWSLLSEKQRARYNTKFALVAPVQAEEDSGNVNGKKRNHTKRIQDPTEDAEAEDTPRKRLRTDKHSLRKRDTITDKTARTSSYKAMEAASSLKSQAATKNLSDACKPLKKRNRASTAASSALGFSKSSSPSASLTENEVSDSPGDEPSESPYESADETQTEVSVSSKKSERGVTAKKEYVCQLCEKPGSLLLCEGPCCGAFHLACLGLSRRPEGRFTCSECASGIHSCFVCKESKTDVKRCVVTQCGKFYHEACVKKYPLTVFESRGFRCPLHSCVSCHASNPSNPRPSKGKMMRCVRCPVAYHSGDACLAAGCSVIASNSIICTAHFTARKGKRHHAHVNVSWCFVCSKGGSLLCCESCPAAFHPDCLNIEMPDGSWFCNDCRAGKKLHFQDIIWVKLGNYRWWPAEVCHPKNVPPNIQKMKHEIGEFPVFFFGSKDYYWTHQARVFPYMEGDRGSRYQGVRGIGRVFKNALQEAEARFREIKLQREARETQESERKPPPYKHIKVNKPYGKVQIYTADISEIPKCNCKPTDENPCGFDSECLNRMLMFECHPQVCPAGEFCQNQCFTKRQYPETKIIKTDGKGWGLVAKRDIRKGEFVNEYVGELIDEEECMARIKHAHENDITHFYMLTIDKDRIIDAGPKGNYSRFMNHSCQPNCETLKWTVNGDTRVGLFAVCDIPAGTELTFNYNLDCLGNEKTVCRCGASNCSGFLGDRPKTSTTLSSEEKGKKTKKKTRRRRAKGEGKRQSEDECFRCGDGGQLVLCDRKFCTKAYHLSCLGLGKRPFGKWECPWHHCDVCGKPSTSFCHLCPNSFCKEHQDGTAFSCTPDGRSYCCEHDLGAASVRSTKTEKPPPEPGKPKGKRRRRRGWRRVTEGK
* = called active by the depositor.

entry | Structure | NSD2 block
1 | C[C@H]1CN([C@@H](C)CO)C(=O)c2cccc(NS(C)(=O)=O)c2O[C@H]1CN(C)Cc1ccc(Cl)c(Cl)c1 | -3
2 | COCCNC(=O)C[C@@H]1C[C@H]2c3cc(NC(=O)COC)ccc3O[C@H]2[C@H](CO)O1 | 0
3 | Cc1ccc(S(=O)(=O)N(C)C[C@H]2Oc3c(NC(=O)C4CCOCC4)cccc3C(=O)N([C@H](C)CO)C[C@H]2C)cc1 | 2
4 | C[C@H](CO)N1C[C@H](C)[C@H](CN(C)Cc2ccccc2)Oc2cc(C3=CCCCC3)ccc2S1(=O)=O | 5
5 | C/C=C/c1cnc2c(c1)C(=O)N([C@@H](C)CO)C[C@@H](C)[C@H](CN(C)C(=O)Nc1ccc(C(F)(F)F)cc1)O2 | 0
6 | C[C@H]1CN([C@@H](C)CO)C(=O)CCCn2nncc2CO[C@H]1CN(C)Cc1ccc(Oc2ccccc2)cc1 | 5
7 | C[C@@H]1CN([C@H](C)CO)C(=O)c2cccc(NC(=O)c3ccc(-c4nccs4)cc3)c2O[C@@H]1CN(C)C(=O)Nc1cccc2ccccc12 | 2
8 | Cc1ccc(-c2cnc3c(c2)C(=O)N([C@H](C)CO)C[C@H](C)[C@H](CN(C)CC2CCCC2)O3)cc1 | 14
9 | C[C@@H]1CN([C@H](C)CO)C(=O)c2cc(NC(=O)c3ccncc3)ccc2O[C@@H]1CN(C)S(=O)(=O)c1cccs1 | 3
10 | C[C@@H]1CN([C@@H](C)CO)C(=O)c2cc(C#CC3CC3)cnc2O[C@@H]1CN(C)Cc1ccccc1C(=O)O | 3
11 | C[C@H](CO)N1C[C@H](C)[C@H](CN(C)C(=O)NC2CCCCC2)OCCCC[C@H](C)Oc2ccc(NC(=O)Cc3ccccc3)cc2C1=O | -3
12 | NC(=O)[C@@H]1[C@H]2C(=O)O[C@H](c3ccccc3)[C@H](c3ccccc3)N2[C@H](c2ccccc2OCCO)[C@@]12C(=O)Nc1ccc(C#CC3=CCCCC3)cc12 | -5
13 | COc1ccccc1CN1C(=O)c2ccccc2[C@@]2(Cc3ccccc3N(CCCN(C)C)C2=O)[C@@H]1c1ccc(CO)cc1 | 23
14 | C[C@@H]1CN([C@H](C)CO)C(=O)c2cc(/C=C/c3ccccc3)cnc2O[C@H]1CN(C)C(=O)c1ccc2c(c1)OCO2 | -2
15 | COc1ccc(C#Cc2ccc3c(c2)O[C@@H](CN(C)C(=O)CN2CCOCC2)[C@H](C)CN([C@H](C)CO)S3(=O)=O)cc1 | -8
16 | C[C@@H]1CN([C@H](C)CO)C(=O)c2cc(NC(=O)CCN3CCOCC3)ccc2O[C@H]1CN(C)C(=O)Nc1ccccc1 | 3
17 | O=C(C[C@H]1C=C[C@H](NC(=O)C2CC2)[C@@H](CO)O1)NC1CCC1 | 6
18 | CC(C)NC(=O)N(C)C[C@H]1Oc2cc(C#CC3CC3)ccc2S(=O)(=O)N([C@@H](C)CO)C[C@@H]1C | 2
19 | COc1ccc(NC(=O)N(C)C[C@@H]2OCCCC[C@@H](C)Oc3ccc(NC(=O)Nc4cccc5ccccc45)cc3C(=O)N([C@@H](C)CO)C[C@@H]2C)cc1 | -5
20 | C[C@@H]1CN([C@H](C)CO)S(=O)(=O)c2ccc(C#CC3CCCC3)cc2O[C@H]1CN(C)C(=O)Cc1ccccc1 | 8
21 | Cc1ccc(N(CC(=O)N2CCCCCC2)S(=O)(=O)c2c(C)noc2C)cc1 | -2
22 | C[C@@H]1CN([C@@H](C)CO)C(=O)CCCn2cc(nn2)CO[C@@H]1CN(C)S(=O)(=O)c1cccs1 | 1
23 | COc1ccc(COC[C@@]23Oc4ccccc4[C@@H](NC(=S)N2C)[C@H]3CO[Si](C)(C)C(C)(C)C)cc1 | 2
24 | Cc1ccc(S(=O)(=O)CCN2CCC(C(F)(F)F)CC2)cc1 | 6
25 | C[C@@H]1CCCCO[C@H](CN(C)CC2CC2)[C@@H](C)CN([C@H](C)CO)C(=O)c2cc(NC(=O)Nc3cccc4ccccc34)ccc2O1 | 4

Retrieved by structure from the entries so far:
entry | Structure | NSD2 block
13 | COc1ccccc1CN1C(=O)c2ccccc2[C@@]2(Cc3ccccc3N(CCCN(C)C)C2=O)[C@@H]1c1ccc(CO)cc1 | 23
25 | C[C@@H]1CCCCO[C@H](CN(C)CC2CC2)[C@@H](C)CN([C@H](C)CO)C(=O)c2cc(NC(=O)Nc3cccc4ccccc34)ccc2O1 | 4

The main list resumes, starting 7 compounds before the break.
entry | Structure | NSD2 block
19 | COc1ccc(NC(=O)N(C)C[C@@H]2OCCCC[C@@H](C)Oc3ccc(NC(=O)Nc4cccc5ccccc45)cc3C(=O)N([C@@H](C)CO)C[C@@H]2C)cc1 | -5
20 | C[C@@H]1CN([C@H](C)CO)S(=O)(=O)c2ccc(C#CC3CCCC3)cc2O[C@H]1CN(C)C(=O)Cc1ccccc1 | 8
21 | Cc1ccc(N(CC(=O)N2CCCCCC2)S(=O)(=O)c2c(C)noc2C)cc1 | -2
22 | C[C@@H]1CN([C@@H](C)CO)C(=O)CCCn2cc(nn2)CO[C@@H]1CN(C)S(=O)(=O)c1cccs1 | 1
23 | COc1ccc(COC[C@@]23Oc4ccccc4[C@@H](NC(=S)N2C)[C@H]3CO[Si](C)(C)C(C)(C)C)cc1 | 2
24 | Cc1ccc(S(=O)(=O)CCN2CCC(C(F)(F)F)CC2)cc1 | 6
25 | C[C@@H]1CCCCO[C@H](CN(C)CC2CC2)[C@@H](C)CN([C@H](C)CO)C(=O)c2cc(NC(=O)Nc3cccc4ccccc34)ccc2O1 | 4
26 | CCCNC(=O)C[C@H]1C[C@H]2c3cc(NC(=O)Nc4ccc(OC)cc4)ccc3O[C@H]2[C@@H](CO)O1 | -2
27 | O=C(C[C@H]1C[C@@H]2c3cc(NC(=O)c4ccc5c(c4)OCO5)ccc3O[C@@H]2[C@@H](CO)O1)NCc1ccc(Cl)cc1 | -14
28 | CC1CC(=O)[C@]2(C)CC[C@]3(C)C(C(=O)C(O)C4[C@@]5(C)CC[C@H](O)C(C)(C(=O)O)C5CC[C@]43C)C2C1C (some centres not stated) | 12
29 | O=C(/C=C/c1ccc(OCc2ccc(Cl)cc2)cc1)NO | 0
30 | COc1ccc(S(=O)(=O)Nc2ccc3c(c2)C(=O)N([C@@H](C)CO)C[C@@H](C)[C@H](CN(C)C(=O)Nc2cccc4ccccc24)O3)cc1 | 6
31 | CCCC#Cc1ccc2c(c1)O[C@@H](CN(C)C(=O)NCCC)[C@H](C)CN([C@@H](C)CO)S2(=O)=O | -2
32 | COCC(=O)N(C)C[C@@H]1Oc2cc(C#CC(C)C)ccc2S(=O)(=O)N([C@@H](C)CO)C[C@H]1C | 20
33 | C[C@@H]1CN([C@H](C)CO)C(=O)c2cc(NC(=O)C3CCCCC3)ccc2O[C@@H]1CN(C)Cc1ccc2c(c1)OCO2 | 1
34 | C[C@@H]1CN([C@H](C)CO)C(=O)c2cc(NS(=O)(=O)c3cn(C)cn3)ccc2O[C@@H](C)CCCCO[C@@H]1CN(C)C(=O)C1CCCCC1 | 1
35 | C[C@@H]1CN([C@@H](C)CO)S(=O)(=O)c2ccc(Br)cc2O[C@H]1CN(C)Cc1cccnc1 | 2
36 | CC(C)OC(=O)N(C)C[C@H]1OCc2ccccc2-c2c(n(C)c3ccccc23)C(=O)N([C@H](C)CO)C[C@H]1C | -10
37 | Cc1noc(C)c1NC(=O)Nc1ccc2c(c1)C(=O)N([C@H](C)CO)C[C@@H](C)[C@@H](CN(C)C(=O)Nc1c(C)noc1C)OCCCC[C@@H](C)O2 | 0
38 | COc1ccc(NC(=O)N(C)C[C@H]2Oc3ccc(NS(=O)(=O)c4ccc(C)cc4)cc3CC(=O)N([C@@H](C)CO)C[C@H]2C)cc1 | -3
39 | COCCNC(=O)C[C@H]1C[C@@H]2c3cc(N(C)C)ccc3O[C@@H]2[C@@H](CO)O1 | -3
40 | C[C@H](CO)N1C[C@H](C)[C@@H](CN(C)C(=O)Nc2ccc(C(F)(F)F)cc2)Oc2c(NS(C)(=O)=O)cccc2C1=O | -2
41 | Cc1cc(C(=O)Nc2cccc3c2O[C@H](CN(C)C(=O)Nc2c(C)noc2C)[C@H](C)CN([C@@H](C)CO)C3=O)n(C)n1 | 1
42 | CC(C)NC(=O)Nc1ccc2c(c1)CC(=O)N([C@H](C)CO)C[C@@H](C)[C@H](CN(C)CC1CC1)O2 | 6
43 | Cc1ccc(-c2ccc3c(c2)O[C@H](CN(C)S(C)(=O)=O)[C@@H](C)CN([C@H](C)CO)S3(=O)=O)cc1 | 1
44 | C[C@@H]1CN([C@@H](C)CO)C(=O)Cc2cc(NC(=O)CCN3CCOCC3)ccc2O[C@@H]1CN(C)Cc1ccc(Oc2ccccc2)cc1 | -5
45 | C=CCOC(=O)[C@@H]1[C@H]2C(=O)O[C@H](c3ccccc3)[C@H](c3ccccc3)N2[C@H](c2ccc(OCCOC(=O)[C@H]3C[C@H]4C(=O)N5CCC[C@H]5C(=O)N4[C@H]3c3ccc(O)cc3)cc2)[C@@]12C(=O)Nc1ccccc12 | -11
46 | CCCN(C)C[C@H]1OCCCC[C@@H](C)Oc2ccc(NC(=O)Nc3ccc(C(F)(F)F)cc3)cc2C(=O)N([C@@H](C)CO)C[C@H]1C | 6
47 | C[C@@H]1CN([C@H](C)CO)S(=O)(=O)c2ccc(C#CC3CCCC3)cc2O[C@@H]1CN(C)CC1CC1 | 2
48 | O=c1cc(-c2ccc(O)cc2)oc2c(C3OC(CO)C(O)C(O)C3O)c(O)c(C3OCC(O)C(O)C3O)c(O)c12 (configuration not stated) | 42
49 | C[C@H](CO)N1C[C@H](C)[C@@H](CN(C)S(C)(=O)=O)Oc2ncc(C#CCN(C)C)cc2C1=O | -4
50 | C[C@@H]1CN([C@@H](C)CO)C(=O)Cc2cc(NS(=O)(=O)c3ccc(F)cc3)ccc2O[C@H]1CN(C)Cc1ccc(Oc2ccccc2)cc1 | -8

Continued.
entry | Structure | NSD2 block
51 | CCCN(C)C[C@@H]1Oc2ncc(C#CC3CCCCC3)cc2C(=O)N([C@@H](C)CO)C[C@H]1C | 0
52 | CC(C)NC(=O)N(C)C[C@@H]1Oc2ccc(N(C)C)cc2C(=O)N([C@H](C)CO)C[C@@H]1C | 5
53 | C/C=C/c1ccc2c(c1)O[C@H](CN(C)C(=O)Nc1ccc(OC)cc1)[C@H](C)CN([C@@H](C)CO)S2(=O)=O | -1
54 | C/C=C/c1ccc2c(c1)O[C@@H](CN(C)Cc1cncnc1)[C@@H](C)CN([C@@H](C)CO)S2(=O)=O | 0
55 | C[C@@H]1CN([C@@H](C)CO)C(=O)Cc2cc(NC(=O)CCCCCC(=O)Nc3ccccc3N)ccc2O[C@@H]1CN(C)S(=O)(=O)c1cn(C)cn1 | -8
56 | C[C@H](CO)N1C[C@H](C)[C@H](CN(C)C(=O)Nc2ccccc2)Oc2ccc(NC(=O)CCN3CCOCC3)cc2C1=O | 0
57 | C[C@H](CO)N1C[C@H](C)[C@@H](CN(C)C(=O)c2ccc3c(c2)OCO3)Oc2cc(-c3ccncc3)ccc2S1(=O)=O | 2
58 | C[C@@H]1CN([C@@H](C)CO)C(=O)c2cccc(NC(=O)c3ccc(-c4nccs4)cc3)c2O[C@@H]1CN(C)S(=O)(=O)c1cn(C)cn1 | 5
59 | C[C@H](CO)N1C[C@H](C)[C@@H](CN(C)S(=O)(=O)c2cn(C)cn2)Oc2ccc(NC(=O)NC3CCCCC3)cc2CC1=O | -2
60 | O=C(C[C@H]1C[C@H]2c3cc(NC(=O)Nc4ccccc4F)ccc3O[C@H]2[C@@H](CO)O1)NCc1ccccn1 | -12
61 | CC(C)NC(=O)N(C)C[C@@H]1OCCCC[C@@H](C)Oc2ccc(NC(=O)Cc3ccccc3)cc2C(=O)N([C@@H](C)CO)C[C@@H]1C | -5
62 | C[C@H]1CN([C@@H](C)CO)C(=O)CCCn2cc(nn2)CO[C@@H]1CN(C)C | 3
63 | COC(=O)c1scc(C)c1NS(=O)(=O)c1ccc2c(c1)CCO2 | 1
64 | C[C@@H]1CN([C@H](C)CO)C(=O)Cc2cc(NC(=O)Cc3ccccc3)ccc2O[C@@H]1CN(C)S(=O)(=O)c1cccs1 | 8
65 | C[C@H](CO)N1C[C@H](C)[C@H](CN(C)S(=O)(=O)c2ccc(F)cc2)Oc2ncc(-c3cccc(C(=O)N(C)C)c3)cc2C1=O | 1
66 | C[C@H]1CN([C@@H](C)CO)C(=O)Cc2cc(NC(=O)Cc3cn(C)c4ccccc34)ccc2O[C@@H]1CN(C)C(=O)Nc1cccc2ccccc12 | -3
67 | C[C@@H]1CCCCO[C@H](CN(C)C(=O)Nc2ccc(F)cc2)[C@H](C)CN([C@@H](C)CO)C(=O)c2cc(NS(=O)(=O)c3ccccc3)ccc2O1 | -8
68 | C[C@@H]1CCCCO[C@@H](CN(C)C(=O)Nc2ccccc2)[C@H](C)CN([C@@H](C)CO)C(=O)c2cc(NC(=O)Nc3ccc(F)cc3)ccc2O1 | -6
69 | O=C(Cc1ccccc1)N[C@H]1CC[C@H](CC(=O)N2CCCCC2)O[C@H]1CO | 9
70 | C[C@H]1CN([C@@H](C)CO)C(=O)c2cccc(NC(=O)NC3CCCCC3)c2O[C@H]1CN(C)CC1CCCCC1 | 3
71 | C[C@@H]1CCCCO[C@H](CN(C)S(=O)(=O)c2cccs2)[C@@H](C)CN([C@H](C)CO)C(=O)c2cc(NC(=O)Nc3cccc4ccccc34)ccc2O1 | -34
72 | CC1OCN(c2ccc(OC(F)(F)F)cc2)Cn2c1nc1ccc(Cl)cc12 (configuration not stated) | -5
73 | C[C@@H]1CN([C@@H](C)CO)C(=O)c2cccc(NC(=O)C3CCOCC3)c2O[C@@H]1CN(C)C(=O)Nc1ccc(F)cc1 | 8
74 | C[C@@H]1CCCCO[C@@H](CN(C)Cc2ccccc2)[C@@H](C)CN([C@@H](C)CO)C(=O)c2cc(NC(=O)Nc3ccc(F)cc3)ccc2O1 | -5
75 | CNC[C@@H]1Oc2ncc(-c3ccc(C)cc3)cc2C(=O)N([C@@H](C)CO)C[C@@H]1C | 2
76 | CN(C)CC(=O)Nc1ccc2c(c1)[C@H]1C[C@H](CC(=O)NC3CCCCC3)O[C@H](CO)[C@H]1O2 | 2

Assay outcomes deposited in PubChem by Broad Institute.

Some of the compounds tested; rates above refer to the full screens.
